UBC13 inh: blocks human UBC13 polyubiquitin chain formation. P61088. TR-FRET. inhibition, % at 20 µM. 330,000 compounds, 0.47% hits. AID 485273; in the data active means inhibition above about 45%, passing the limit was not always enough
SENP7 inh: SENP7 protease inhibition. AID 434973. recombinant SENP7, Z-RLRGG-aminoluciferin luminescence, 40 min. inhibition, % at 5 µM. Q9BQF6. 330,000 compounds, 1.5% hits;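 active means inhibition above about 50% at the single test dose, limit read from the data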;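 further: plate controls were DMSO with enzyme for no effect and no enzyme buffer wells for full effect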
beta cell repl: MIN6 beta-cell proliferation induction | AID 2380 | 330,000 compounds, 0.29% hits | MIN6 cells proliferation, ATPlite luminescence, 48 h; cells starved in 0.2% serum; 100% = growth in 10% serum | proliferation, % at 10 µM;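 active means compounds whose signal lies at least 3.5 SD above the mean of all wells on their plate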;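 further: 0% = DMSO-treated cells in low-serum medium and 100% = 10% serum control; some compounds called inactive have numbers as strong as hits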
PfG6PD inh: PfG6PD (Plasmodium falciparum) enzyme inhibition | 350,000 compounds, 0.78% hits | PfGluPho enzyme, NADPH resazurin-diaphorase fluorescence | inhibition, % at 20 µM;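 active means inhibition reaching at least a set limit at 20 µM in the primary screen, cut at about 59% in these data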;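 further: 0% = DMSO wells with substrate and 100% = DMSO wells lacking glucose-6-phosphate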
SENP1 FRET inh: inhibitors of human SENP1 SUMO protease catalytic domain; 360,000 compounds, 0.21% hits; AID 624204; recombinant SENP1 catalytic domain, CyPet-SUMO1-YPet FRET cleavage; inhibition, % at 10 µM;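 active means inhibition at least 30% at 10 µM, raw YFP signal under a set limit, fluorescence ratio 0.5 to 1.5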;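 further: 0% = enzyme with DMSO and 100% = no enzyme wells; some results filed as inactive read as strong as hits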
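Material: hSENP1 catalytic domain, recombinant; medium: Tris pH 8 with BME, BSA, NP40 and catalase; compound: single concentration of 10 µM compound, 0.5% DMSO final; technique: FRET read of cyan and yellow fluorescence; timing: 50 min enzyme reaction, room temperature, light-protected; reagent: SFCypet-SUMO1-SFYpet substrate at 25 nM; control set: no-enzyme low, enzyme-DMSO high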
SENP6 inh: blocks the human protease SENP6. Recombinant SENP6 catalytic domain, aminoluciferin luminescence. inhibition, % at 10 µM. 330,000 compounds, 1.8% hits;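 active means inhibition above about 50% at the single tested dose, limit read from the data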;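 further: plate controls were DMSO wells with enzyme for no effect and DMSO wells lacking enzyme for full effect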
SENP8 block-1: SENP8 protease inhibition. Q96LD8. purified SENP8, Z-RLRGG-aminoluciferin cleavage, luminescence. inhibition, % at 10 µM. 330,000 compounds, 1.2% hits. AID 2540; in the data active means inhibition above about 50%
Target sequence (Q96LD8 whole entry, looked up): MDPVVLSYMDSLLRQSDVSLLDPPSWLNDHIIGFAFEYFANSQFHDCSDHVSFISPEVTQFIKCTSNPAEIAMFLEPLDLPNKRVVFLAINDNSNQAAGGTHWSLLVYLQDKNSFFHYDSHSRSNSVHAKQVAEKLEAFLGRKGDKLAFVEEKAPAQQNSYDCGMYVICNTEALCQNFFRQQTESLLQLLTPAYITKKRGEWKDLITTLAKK
SENP8 block-2: blocks human SENP8 cleavage of Nedd8 substrate. 360,000 compounds, 0.64% hits. AID 602440. inhibition, % at 20 µM. recombinant SENP8, Nedd8 substrate fluorescence; in the data active means inhibition mostly above about 40%, no sharp cut-off; inactive means mostly below about 27%
HKDC1 inhibitor: inhibitors of human hexokinase HKDC1; Q2TB90; recombinant HKDC1, G6PDH/diaphorase resazurin coupled fluorescence; inhibition, % at 20 µM; 340,000 compounds, 0.16% hits; AID 493160;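 active means inhibition above about 35% when tested at 20 µM, limit read from the data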;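 further: plate controls were DMSO wells with enzyme for no effect and DMSO wells lacking enzyme for full effect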
Target sequence (Q2TB90 whole entry, looked up): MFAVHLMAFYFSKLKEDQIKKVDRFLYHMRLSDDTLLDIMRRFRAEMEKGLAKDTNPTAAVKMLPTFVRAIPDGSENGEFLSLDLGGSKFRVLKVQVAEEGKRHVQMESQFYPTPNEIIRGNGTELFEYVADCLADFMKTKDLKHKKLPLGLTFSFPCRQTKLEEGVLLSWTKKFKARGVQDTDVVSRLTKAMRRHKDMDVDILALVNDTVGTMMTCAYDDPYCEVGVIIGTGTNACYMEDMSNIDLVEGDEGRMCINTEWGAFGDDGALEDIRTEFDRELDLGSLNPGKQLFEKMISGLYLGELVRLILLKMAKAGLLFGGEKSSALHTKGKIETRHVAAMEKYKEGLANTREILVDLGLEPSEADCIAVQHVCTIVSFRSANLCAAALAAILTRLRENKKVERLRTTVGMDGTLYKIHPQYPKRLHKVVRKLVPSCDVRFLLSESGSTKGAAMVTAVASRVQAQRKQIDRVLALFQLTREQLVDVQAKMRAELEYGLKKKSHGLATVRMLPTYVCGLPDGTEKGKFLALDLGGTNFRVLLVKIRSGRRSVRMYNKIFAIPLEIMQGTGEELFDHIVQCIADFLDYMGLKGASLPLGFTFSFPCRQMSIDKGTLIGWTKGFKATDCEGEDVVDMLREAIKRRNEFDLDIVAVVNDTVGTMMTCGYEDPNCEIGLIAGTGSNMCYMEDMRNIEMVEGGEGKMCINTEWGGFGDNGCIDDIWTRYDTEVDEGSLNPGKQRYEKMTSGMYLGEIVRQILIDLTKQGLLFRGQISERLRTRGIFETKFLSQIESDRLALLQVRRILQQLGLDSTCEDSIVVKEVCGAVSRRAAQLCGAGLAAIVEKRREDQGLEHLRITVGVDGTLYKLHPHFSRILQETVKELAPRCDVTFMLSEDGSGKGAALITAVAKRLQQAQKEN
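Material: recombinant HKDC1 hexokinase; Amount: HKDC1 at 5 µg/mL; Medium: Tris pH 8.0 buffer with MgCl2, Tween-20, BSA, BME; Schedule: 90 min reaction incubation at room temperature, dark; Technique: coupled resazurin fluorescence, excitation 525 nm, emission 613 nm.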
The depositor's hits bear a star.

`CCn1c(=O)cc(OCC(=O)NCCc2cccc(C)c2)c2ccccc21` gave UBC13 inh 9, SENP7 inh 3, beta cell repl -2, PfG6PD inh 24, SENP1 FRET inh 1, SENP6 inh 5, SENP8 block-1 2, SENP8 block-2 3 and HKDC1 inhibitor 8.
`O=C(N/C(=C\c1ccco1)C(=O)N1CCC(O)CC1)c1ccccc1` gave UBC13 inh 4, SENP7 inh 3, beta cell repl 7, PfG6PD inh -5, SENP1 FRET inh 1, SENP6 inh 18, SENP8 block-1 4, SENP8 block-2 16 and HKDC1 inhibitor -4.
For Cc1ccc(-n2c(N)c(C(=O)Nc3c(C)n(C)n(-c4ccccc4)c3=O)c3nc4ccccc4nc32)cc1C the results were UBC13 inh -18, SENP7 inh 14, beta cell repl 0, SENP6 inh 10 and SENP8 block-1 1.
Screening CCc1cc2c(COC(=O)c3cccc(S(C)(=O)=O)c3)cc(=O)oc2cc1O returned UBC13 inh -1, SENP7 inh 2, beta cell repl -2, PfG6PD inh 17, SENP1 FRET inh -126, SENP6 inh -32, SENP8 block-1 3, SENP8 block-2 -337 and HKDC1 inhibitor 9.
Screening Cn1c(=O)oc2cc(S(=O)(=O)Nc3cccc([N+](=O)[O-])c3)ccc21 returned UBC13 inh -1, SENP7 inh 5, beta cell repl -3, PfG6PD inh -25, SENP1 FRET inh -4, SENP6 inh 3, SENP8 block-1 3, SENP8 block-2 16 and HKDC1 inhibitor -2.
Screening COCCN(Cc1cccs1)S(=O)(=O)c1csc(C(N)=O)c1 returned UBC13 inh 0, SENP7 inh 5, beta cell repl -3, PfG6PD inh -6, SENP1 FRET inh -1, SENP6 inh -8, SENP8 block-1 2, SENP8 block-2 12 and HKDC1 inhibitor -1.
For COc1ccc(CCNC(=O)COc2ccc(N(C)S(=O)(=O)c3ccc(Cl)cc3)cc2)cc1 the results were PfG6PD inh 9, SENP1 FRET inh 0, SENP8 block-2 7 and HKDC1 inhibitor 0.
Screening Cc1ccc(S(=O)(=O)N2CCN(C(=O)COC(=O)/C=C/c3ccccc3[N+](=O)[O-])CC2)c(C)c1 returned UBC13 inh -4, SENP7 inh 2, beta cell repl -4, PfG6PD inh -7, SENP1 FRET inh 2, SENP6 inh 8, SENP8 block-1 4, SENP8 block-2 11 and HKDC1 inhibitor 0.
`O=S(=O)(c1ccc(S(=O)(=O)N2CCCC2)cc1)N1CCCCCC1` gave UBC13 inh -4, SENP7 inh -10, beta cell repl -2, PfG6PD inh -15, SENP1 FRET inh 3, SENP6 inh -9, SENP8 block-1 -4, SENP8 block-2 12 and HKDC1 inhibitor -8.
Screening CCOC(=O)C1CCN(C(=O)C2CCN(c3nn4c(=O)cc(C)nc4s3)CC2)CC1 returned UBC13 inh -2, SENP7 inh 7, beta cell repl -3, PfG6PD inh 3, SENP1 FRET inh -1, SENP6 inh -10, SENP8 block-1 -10, SENP8 block-2 5 and HKDC1 inhibitor -7.
COc1cccc(/C=C2/SC(=S)N(CC(=O)NNC(=O)c3ccccc3OC)C2=O)c1 was read as UBC13 inh -7, SENP7 inh 2, beta cell repl -2, PfG6PD inh -15, SENP1 FRET inh -2, SENP6 inh -26, SENP8 block-1 -1, SENP8 block-2 19 and HKDC1 inhibitor -5.
`Cc1cc(=O)oc2c(C)c(OCC(=O)N3CCN(C(=O)C4COc5ccccc5O4)CC3)ccc12` (stereo not drawn) gave UBC13 inh 4, SENP7 inh 9, beta cell repl -3, PfG6PD inh -10, SENP1 FRET inh 0, SENP6 inh 3, SENP8 block-1 -8, SENP8 block-2 -180 and HKDC1 inhibitor 2.
`COc1cccc(NC(=O)CN(c2ccc3c(c2)OCO3)S(C)(=O)=O)c1` gave UBC13 inh 8, SENP7 inh 6, beta cell repl 2, PfG6PD inh 5, SENP1 FRET inh -1, SENP6 inh -17, SENP8 block-1 -1, SENP8 block-2 12 and HKDC1 inhibitor -10.
`Cc1cc(OCCCn2ccnc2)cc(C)c1Cl` gave UBC13 inh 8, SENP7 inh -7, beta cell repl 0, PfG6PD inh -9, SENP1 FRET inh -1, SENP6 inh -4, SENP8 block-1 3, SENP8 block-2 11 and HKDC1 inhibitor 7.
COc1ccc(NC(=O)Nc2ccc(CC(=O)O)cc2)cc1 was read as UBC13 inh -4, SENP7 inh 1, beta cell repl -2, PfG6PD inh -3, SENP1 FRET inh 4, SENP6 inh 1, SENP8 block-1 0, SENP8 block-2 13 and HKDC1 inhibitor -14.
Screening Cn1ccnc1SCC(=O)Nc1ccc2ccccc2c1 returned UBC13 inh -2, SENP7 inh 0, beta cell repl -3, PfG6PD inh 1, SENP1 FRET inh 2, SENP6 inh -22, SENP8 block-1 -16, SENP8 block-2 10 and HKDC1 inhibitor -6.
For O=C(CN1CCSCC1)N/N=C/c1cccc(Cl)c1 the results were UBC13 inh -11, SENP7 inh -3, beta cell repl -3, PfG6PD inh -13, SENP1 FRET inh 4, SENP6 inh -16, SENP8 block-1 -9, SENP8 block-2 2 and HKDC1 inhibitor 13.
`COc1cc(C(=O)Nc2c(C(=O)O)[nH]c3ccc(Br)cc23)cc(OC)c1OC` gave UBC13 inh 2, SENP7 inh 9, beta cell repl -3, PfG6PD inh -2, SENP1 FRET inh 2, SENP6 inh 17, SENP8 block-1 11, SENP8 block-2 6 and HKDC1 inhibitor 2.
COC(=O)c1c(NC(C)=O)sc2c1CCCCC2 was read as UBC13 inh 9, SENP7 inh 4, beta cell repl 0, PfG6PD inh -13, SENP1 FRET inh 1, SENP6 inh -2, SENP8 block-1 0, SENP8 block-2 -11 and HKDC1 inhibitor 8.
Screening Clc1ccc(-c2ccc(/C=N/Nc3nncc(-c4ccccc4)n3)o2)cc1 returned UBC13 inh -11, SENP7 inh 0, beta cell repl 0, PfG6PD inh -8, SENP1 FRET inh -1, SENP6 inh -6, SENP8 block-1 -3, SENP8 block-2 13 and HKDC1 inhibitor 2.
`COc1ccc(C(O)P(=O)(OC(C)C)OC(C)C)c(OC)c1` (stereo not drawn) gave UBC13 inh -1, SENP7 inh -3, beta cell repl 2, PfG6PD inh -6, SENP1 FRET inh 2, SENP6 inh -21, SENP8 block-1 -1, SENP8 block-2 16 and HKDC1 inhibitor -4.
Screening COc1cccc(C(=O)Nc2c(F)cccc2F)c1 returned UBC13 inh 5, SENP7 inh 3, beta cell repl 1, PfG6PD inh 6, SENP1 FRET inh 2, SENP6 inh -15, SENP8 block-1 -3, SENP8 block-2 3 and HKDC1 inhibitor -9.
`Cc1onc(-c2ccccc2)c1C(=O)OCCOc1cccc(Cl)c1` gave UBC13 inh 6, SENP7 inh 4, beta cell repl -4, PfG6PD inh 8, SENP1 FRET inh 2, SENP6 inh 2, SENP8 block-1 -6, SENP8 block-2 7 and HKDC1 inhibitor 4.
For Cc1cc(C)n2nc(C(=O)N/N=C/c3ccc(O)cc3)nc2n1 the results were UBC13 inh 1, SENP7 inh 2, beta cell repl 3, PfG6PD inh 16, SENP1 FRET inh 0, SENP6 inh -5, SENP8 block-1 4, SENP8 block-2 -31 and HKDC1 inhibitor -7.
`CC1=C(C(N)=O)C(c2cccnc2)n2nc(SCc3ccccc3Cl)nc2N1` (stereo not drawn) gave UBC13 inh 4, SENP7 inh 4, beta cell repl -2, PfG6PD inh 33, SENP1 FRET inh -14, SENP6 inh 1, SENP8 block-1 -2, SENP8 block-2 8 and HKDC1 inhibitor 2.
For COc1ccccc1N(C(=O)CNS(=O)(=O)c1ccccc1)C(C(=O)NCc1ccco1)C(C)C (stereo not drawn) the results were PfG6PD inh 18, SENP1 FRET inh 1, SENP8 block-2 22 and HKDC1 inhibitor -1.
Screening COc1ccc(CNC(=O)CN(C(=O)CCC(=O)Nc2nccs2)c2cccc(C)c2)cc1 returned UBC13 inh -6, SENP7 inh 2, beta cell repl 0, PfG6PD inh 0, SENP1 FRET inh 4, SENP6 inh -17, SENP8 block-1 -7, SENP8 block-2 24 and HKDC1 inhibitor -4.
`O=C(Nc1ccccc1Cl)C1C2CCCCC21` (stereo not drawn) gave PfG6PD inh -12, SENP1 FRET inh 3, SENP8 block-2 10 and HKDC1 inhibitor -7.
O=C(CCCCCN1C(=O)CCC1=O)Nc1ccc(Cl)c(C(F)(F)F)c1 was read as UBC13 inh 0, SENP7 inh 8, beta cell repl -4, PfG6PD inh 11, SENP1 FRET inh 3, SENP6 inh -9, SENP8 block-1 2, SENP8 block-2 -27 and HKDC1 inhibitor 12.
For COC(=O)c1ccc2nc(-c3cccc(N)c3)cn2c1 the results were UBC13 inh -8, SENP7 inh 66*, beta cell repl -5, PfG6PD inh 9, SENP1 FRET inh -3, SENP6 inh 23, SENP8 block-1 42, SENP8 block-2 -15 and HKDC1 inhibitor 4.
For O=C(O)COCC(=O)N1CCCN(c2nccc(C(F)(F)F)n2)CC1 the results were UBC13 inh 6, SENP7 inh 2, beta cell repl -1, PfG6PD inh 3, SENP1 FRET inh 0, SENP6 inh 7, SENP8 block-1 -2, SENP8 block-2 -4 and HKDC1 inhibitor -2.
`COc1ccc(C(=O)c2ccc(CC(=O)O)s2)cc1` gave UBC13 inh 3, SENP7 inh -3, beta cell repl 0, PfG6PD inh -13, SENP1 FRET inh -1, SENP6 inh -6, SENP8 block-1 4, SENP8 block-2 -2 and HKDC1 inhibitor -9.
COC(=O)CN(C)C(=O)c1cccc(OC2CCN(S(=O)(=O)N(C)C)CC2)c1 was read as UBC13 inh 3, SENP7 inh 2, beta cell repl 1, PfG6PD inh 0, SENP1 FRET inh 2, SENP6 inh 6, SENP8 block-1 -11, SENP8 block-2 16 and HKDC1 inhibitor -7.
`CCOc1cccc(NC(=O)/C(C#N)=C/c2cccnc2)c1` gave UBC13 inh -4, SENP7 inh 0, beta cell repl 0, PfG6PD inh 0, SENP1 FRET inh -1, SENP6 inh 11, SENP8 block-1 -4, SENP8 block-2 9 and HKDC1 inhibitor 2.
O=C(Cc1cccc2ccccc12)N/N=C/c1ccc(Sc2nc3ccccc3s2)o1 was read as UBC13 inh -9, SENP7 inh -9, beta cell repl -6, PfG6PD inh 74*, SENP1 FRET inh 0, SENP6 inh -13, SENP8 block-1 -12, SENP8 block-2 24 and HKDC1 inhibitor 5.
O=C(COC(=O)C1CCN(S(=O)(=O)c2cccs2)CC1)Nc1ccc(F)cc1Cl was read as UBC13 inh 7, SENP7 inh 2, beta cell repl 0, PfG6PD inh 8, SENP1 FRET inh -12, SENP6 inh -18, SENP8 block-1 -5, SENP8 block-2 6 and HKDC1 inhibitor -2.
CCOc1ccc(C(=O)NCCCCNC(=O)c2ccc(OCC)cc2)cc1 was read as UBC13 inh -17, SENP7 inh 9, beta cell repl -1, PfG6PD inh -16, SENP1 FRET inh -1, SENP6 inh 14, SENP8 block-1 -12, SENP8 block-2 19 and HKDC1 inhibitor -6.

Among those listed so far, two have a nitro group on carbon:
Screening Cn1c(=O)oc2cc(S(=O)(=O)Nc3cccc([N+](=O)[O-])c3)ccc21 returned UBC13 inh -1, SENP7 inh 5, beta cell repl -3, PfG6PD inh -25, SENP1 FRET inh -4, SENP6 inh 3, SENP8 block-1 3, SENP8 block-2 16 and HKDC1 inhibitor -2.
Screening Cc1ccc(S(=O)(=O)N2CCN(C(=O)COC(=O)/C=C/c3ccccc3[N+](=O)[O-])CC2)c(C)c1 returned UBC13 inh -4, SENP7 inh 2, beta cell repl -4, PfG6PD inh -7, SENP1 FRET inh 2, SENP6 inh 8, SENP8 block-1 4, SENP8 block-2 11 and HKDC1 inhibitor 0.

Rows were taken by chance. Share with any hit: about 4%.
